GIRK2 activator: Activates human GIRK2-containing potassium channels. 34,000 tested, under 10 active. AID 1259324. P48051. activation (% efficacy), % for hits at 37.5 µM. HEK293 GIRK2/NPY4 cells, thallium flux fluorescence;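 active means primary screen hit, no activity in plain HEK293 cells, and in GIRK2-only cells above 5% efficacy rising with concentration; inactive means the rest, including fluorescent compounds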;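 further: efficacy is normalized control-subtracted fluorescence 15 s after thallium addition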
Target sequence (P48051 whole entry, looked up): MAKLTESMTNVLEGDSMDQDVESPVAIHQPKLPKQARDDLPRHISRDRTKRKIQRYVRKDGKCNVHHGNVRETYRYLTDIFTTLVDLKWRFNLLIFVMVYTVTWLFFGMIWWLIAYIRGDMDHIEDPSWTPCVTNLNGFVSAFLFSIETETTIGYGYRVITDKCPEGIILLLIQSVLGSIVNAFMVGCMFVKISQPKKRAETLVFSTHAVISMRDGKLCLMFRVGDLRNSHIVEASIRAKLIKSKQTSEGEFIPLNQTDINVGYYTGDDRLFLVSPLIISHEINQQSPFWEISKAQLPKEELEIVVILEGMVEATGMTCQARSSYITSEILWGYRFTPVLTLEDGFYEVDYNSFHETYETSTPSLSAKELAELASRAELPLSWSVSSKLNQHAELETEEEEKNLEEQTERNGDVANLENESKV
Calls only; i = inactive. The list is partial (hit frequency here may not be typical).

SMILES	GIRK2 activator
O=C(Cc1csc(NC(=O)c2ccc[nH]c2=O)n1)Nc1ccc(OC(F)(F)F)cc1	i
COC(=O)N1CCC(CNC(=O)C(=O)Nc2cccc(OC)c2)CC1	i
CCCNC(=O)C(=O)NCC1CCN(Cc2ccco2)CC1	i
CS(=O)(=O)N1CCC(CNC(=O)Cc2ccc(F)cc2)CC1	i
O=C(Cc1csc(Nc2cccc(Cl)c2)n1)NCCc1ccccc1	i
CCOc1ccccc1-c1nc(COC(=O)c2nnn(-c3ccc(OC)c(Cl)c3)c2C)c(C)o1	i
CC1CCCCC1NC(=O)c1cc2c(ccc3ccccc32)oc1=O (configuration not stated)	i
Cc1n[nH]c(C)c1S(=O)(=O)N1CCN(Cc2nc(-c3cccs3)cs2)CC1	i
O=S(=O)(NCC1(O)CCCC1)c1cccs1	i
O=C(c1cccc(Cl)c1)N1CCN(c2cc(-n3ccnc3)ncn2)CC1	i
O=C(CCc1ccccc1)NCCC(O)c1ccccc1 (configuration not stated)	i
O=C(Nc1ccc(C(F)(F)F)cc1)C1CCN(c2ccc(-c3cccs3)nn2)CC1	i
O=C(COc1ccccc1)NCCCN1CCOC(c2ccccc2)C1 (configuration not stated)	i
CCn1ccnc1N1CCN(C(=O)CC(C)(C)C)CC1	i
CCOC(=O)N1CCc2nc(NC(=O)CCCSc3ccc(F)cc3)sc2C1	i
O=C(CSc1nccn2nc(-c3ccccc3)cc12)NCc1ccccc1	i
CC(=O)Nc1cccc(NC(=O)Cc2cc(-c3ccc(F)cc3)on2)c1	i
O=C(Cc1ccc(NC(=O)c2ccno2)cc1)NCC(F)(F)F	i
COc1ccc(-c2coc3cc(OC(C)=O)cc(OC(C)=O)c3c2=O)cc1	i
O=C(Cn1c(=O)oc2ccccc21)Nc1cc(-c2ccco2)nn1CCO	i
COc1ccc(S(=O)(=O)CC(=O)Nc2nc(-c3ccc(C#N)cc3)cs2)cc1	i
O=C(CCSc1ccccc1)Nc1ccc2c(c1)N(C(=O)C1CC1)CC2	i
O=C(CCCNC(=O)c1ccc(-n2cccc2)cc1)Nc1cccc2cccnc12	i
O=C(Cc1noc2ccccc12)NCCOc1ccc2nnc(-c3ccc(F)cc3)n2n1	i
COc1cc(Cl)c(C)cc1NC(=O)Cn1c(=O)n(CCc2ccccc2)c(=O)c2nccnc21	i
COc1cn(CC(=O)Nc2cccc(C(F)(F)F)c2)c(CSc2nc(C)cc(C)n2)cc1=O	i
COc1ccc(F)cc1S(=O)(=O)NCCc1csc(-c2ccc(C)cc2)n1	i
CS(=O)(=O)c1ccc(NC(=S)N2CCN(Cc3ccc4c(c3)OCO4)CC2)cc1	i
COC(=O)N1CCC(CNC(=O)c2cc(-c3ccco3)on2)CC1	i
O=C(c1csc(Nc2cccc(Cl)c2)n1)N1CCc2ccccc21	i
Cc1ccc2nc(NC(=O)CCn3cnc4c(cnn4C(C)(C)C)c3=O)sc2c1	i
CCCCN1C(=O)CCc2cc(NC(=O)c3cc(OC)cc(OC)c3)ccc21	i
Cn1nc(-c2ccc(NC(=O)c3ccc([N+](=O)[O-])cc3)cc2)ccc1=O	i
CCCN(CCC)C(=O)Cn1c(C2CC(=O)N(c3ccccc3C)C2)nc2ccccc21 (configuration not stated)	i
O=C(COc1ccccc1)N1CCC(CNS(=O)(=O)Cc2cccc(F)c2)CC1	i
O=C(CCCn1nc(-c2cccs2)ccc1=O)N1CCN(c2ccccc2)CC1	i
COc1ccc(Cl)cc1NC(=O)Cn1ncn2nc3c(c2c1=O)CCCC3	i
CCCC(=O)Nc1ccc2c(c1)C(=O)CC(c1cc(OC)c(OC)c(OC)c1)O2 (configuration not stated)	i
O=C(Cn1cc(-c2ccc(Cl)cc2)c(N2CCOCC2)n1)NCc1ccco1	i
O=C(CCC1CCCCC1)NCCCn1nc(-c2cccnc2)ccc1=O	i
CCOCCn1c(-c2ccccc2Cl)nc2ccccc21	i
COc1ccccc1NC(=O)Cn1nc(-c2ccco2)c2sc(N3CCCCC3)nc2c1=O	i
CC(C)Sc1ccc(CC(=O)NCC(O)c2ccc(C(F)(F)F)cc2)cc1 (configuration not stated)	i
CC(=O)c1ccc(S(=O)(=O)NCCOc2ccc(-c3cccs3)nn2)cc1	i
Cc1nc(N2CCN(c3ccccc3)CC2)nc(NCc2ccco2)c1[N+](=O)[O-]	i
Cc1noc(C)c1C(=O)N1CCN(Cc2nnnn2-c2ccc(F)c(F)c2)CC1	i
CCCNC(=O)C(=O)NCCN(C)C	i
O=C(/C=C/c1ccc2c(c1)OCO2)NCCC(O)c1cccs1 (configuration not stated)	i
COc1ccc(F)cc1S(=O)(=O)Nc1ccc2c(c1)C(=O)N1CCCCC1CCO2 (configuration not stated)	i
CC(C)(CO)NC(=O)Cc1ccc(NC(=O)NCc2cccs2)cc1	i

Next records follow.
SMILES	GIRK2 activator
COc1ccccc1CNC(=O)CC(C)(C)CC1=NS(=O)(=O)c2ccccc2N1	i
CCCNC(=O)c1c(N)n(-c2cc(OC)cc(OC)c2)c2nc3ccccc3nc12	i
O=C(NCC1CCN(Cc2ccsc2)CC1)C(=O)Nc1ccccc1Cl	i
O=C(NCC1CCN(Cc2ccsc2)CC1)c1cnccn1	i
COCCn1c(=O)c2c(nc(-n3nc(C)cc3C)n2CCc2ccccc2)n(C)c1=O	i
CC(C)N1C(=O)SC(Nc2cccc(C(=O)O)c2)C1=O (configuration not stated)	i
O=C(Nc1nc2ccccc2s1)c1ccc(=O)n(Cc2cccc([N+](=O)[O-])c2)c1	i
COc1ccc(S(=O)(=O)Nc2cc(-c3cn4nc(OC)ccc4n3)ccc2C)cc1	i
CC1Cc2c(NC(=O)c3c[nH]c4ccccc34)nn(C)c2NC1=O (configuration not stated)	i
Cc1nnc(NC(=O)CCc2csc(NC(=O)c3ccc[nH]c3=O)n2)s1	i
O=C(NCCc1ccccc1)C(=O)NCCC(O)c1ccco1 (configuration not stated)	i
N#Cc1ccccc1NC(=O)C(=O)NCC(c1ccc(F)cc1)N1CCOCC1 (configuration not stated)	i
CCOC(=O)N1CCN(S(=O)(=O)c2cccc(S(C)(=O)=O)c2)CC1	i
N#C/C(=C\N1CCN(c2ccccc2)CC1)C(=O)NCCc1ccccc1	i
O=C(Cc1csc(SCC(=O)c2ccc3c(c2)OCO3)n1)NCc1cccs1	i
Cc1ccc(OCCCCn2c(CNC(=O)c3ccco3)nc3ccccc32)cc1C	i
CCN(C(C)=O)C1CCS(=O)(=O)C1 (configuration not stated)	i
NC(=O)c1cc2cc(Cl)ccc2o/c1=N\NC(=O)c1cccc(F)c1	i
O=C(NCCN1CCC(c2cccs2)CC1)C(=O)Nc1ccon1	i
Cc1ccc(Cl)cc1N1CCN(C(=O)CCC2=NS(=O)(=O)c3ccccc3N2)CC1	i
Cc1nc(-n2cccc2)sc1C(=O)NCCCn1nc(-c2ccncc2)ccc1=O	i
COc1cn(-c2ccc(F)cc2)nc1C(=O)Nc1ccc(S(N)(=O)=O)cc1	i
O=C(NC1CCCCC1)c1ncccn1	i
Cc1c(C)c(C)c(S(=O)(=O)Nc2ccc(CC(=O)N(C)C)cc2)c(C)c1C	i
COc1cc(-c2ccc(SCC(=O)Nc3ccc(C(F)(F)F)cc3)nn2)cc(OC)c1OC	i
COc1ccc(C(=O)NCCCn2nc(-c3ccco3)ccc2=O)cc1	i
COCCn1c(=S)[nH]c2cc(C(=O)NCc3ccco3)ccc2c1=O	i
O=C(Nc1ccc(CC(=O)N2CCCC2)cc1)c1ccco1	i
Nc1c(C(=O)N2CCCC2)nsc1C(=O)NCc1ccccc1C(F)(F)F	i
CCn1nnc2c(N3CCN(CC(=O)Nc4ccc(C)cc4C)CC3)ncnc21	i

Looked up by compound from the list above, 5 records:
SMILES	GIRK2 activator
Cc1nc(-n2cccc2)sc1C(=O)NCCCn1nc(-c2ccncc2)ccc1=O	i
COc1cc(-c2ccc(SCC(=O)Nc3ccc(C(F)(F)F)cc3)nn2)cc(OC)c1OC	i
Nc1c(C(=O)N2CCCC2)nsc1C(=O)NCc1ccccc1C(F)(F)F	i
O=C(NC1CCCCC1)c1ncccn1	i
O=C(Nc1ccc(CC(=O)N2CCCC2)cc1)c1ccco1	i

More entries:
SMILES	GIRK2 activator
CC(C(=O)Nc1cccc(Br)c1)N1C(=O)c2ccccc2S1(=O)=O (configuration not stated)	i
CCOc1ccc(NC(=O)Cn2nc(SC)c(S(=O)(=O)c3ccc(C)cc3)c2N)cc1	i
CCCNC(=O)CN1CCN(c2ncnc3c2nnn3C)CC1	i
O=C(Nc1nnc(CS(=O)(=O)c2ccccc2)o1)C1CCCCC1	i
COc1ccc(Cl)cc1Nc1nc2c(c(=O)n(C)c(=O)n2C)n1CC(=O)O	i
CCc1ccc(S(=O)(=O)NCC(c2cccn2C)N2CCc3ccccc3C2)s1 (configuration not stated)	i
CCNc1cc(NCCNS(=O)(=O)c2ccc(OC)cc2OC)nc(C)n1	i
Cc1ccc(Nc2ccc(NC(=O)COc3ccccc3)cc2)nn1	i
O=C(NCCN1CCOCC1)C(=O)Nc1ccc(F)c([N+](=O)[O-])c1	i
Cn1c(=O)[nH]c(=O)c2c1nc(N1CCN(c3ccccc3)CC1)n2CC(=O)O	i
Cc1ccc(S(=O)(=O)N2CCc3ccc(NC(=O)C4Oc5ccccc5OC4C)cc3C2)cc1 (configuration not stated)	i
O=C(Nc1ccc(SCC(=O)N2CCOCC2)nn1)c1ccco1	i
CN1CCOc2ccc(NC(=O)C3(c4ccc(F)cc4)CC3)cc2C1=O	i
COc1ccc(-c2ccc(C)c(NC(=O)c3c(OC)cccc3OC)c2)nn1	i
CCOc1ccc(-c2cc(=O)n(CCCC(=O)Nc3ccc4sc(C)nc4c3)cn2)cc1	i
COc1ccccc1CCNC(=O)Cn1nc(-c2cc(C)ccc2C)ccc1=O	i
COc1ccc(NC(=O)CSC2=NC3(CCCC3)N=C2c2cccc(F)c2)cc1	i
CCc1cccc2sc(N3CCN(C(=O)Nc4cccc(OC)c4OC)CC3)nc12	i
CCOc1ccccc1C(=O)NCCS(=O)(=O)N1CCN(c2ccccn2)CC1	i
COCCn1nnn(-c2ccc(NC(=O)NCc3ccc(Cl)cc3)cc2)c1=O	i
COc1ccc(Cl)cc1C(=O)N1CCC2(CC1)NC(=O)N(CCc1ccccc1)C2=O	i
O=C(CCN1C(=O)c2ccccc2S1(=O)=O)Nc1ccc(Cl)c(Cl)c1	i
COc1ccccc1OCC(=O)NCCS(=O)(=O)N1CCN(c2cccc(C)c2)CC1	i
CC(=O)N1CC(C(=O)Nc2ncccc2C)C1	i
O=C(Cn1cnc2nc(N3CCOCC3)ncc2c1=O)Nc1cc(F)cc(F)c1	i
Cc1cc(C)nc(SCc2c(C(=O)NCc3cccs3)nnn2-c2ccccc2)n1	i
O=S(=O)(NCC(O)c1ccsc1)c1ccc2c(c1)OCCO2 (configuration not stated)	i
O=C(CSc1ccc(F)cc1)NCC1(c2cccs2)CCOCC1	i
CCC(=O)NCCCn1nc(-c2ccc(C)cc2)ccc1=O	i
Cc1cc(NC(=O)c2ccccc2Cl)n(-c2nc(-c3cccs3)cs2)n1	i

Rewritten with each value named: entries from further up
CCC(=O)NCCCn1nc(-c2ccc(C)cc2)ccc1=O
  GIRK2 activator: i

COc1ccccc1OCC(=O)NCCS(=O)(=O)N1CCN(c2cccc(C)c2)CC1
  GIRK2 activator: i

O=C(CSc1ccc(F)cc1)NCC1(c2cccs2)CCOCC1
  GIRK2 activator: i

The listing picks up with the six entries that preceded the break.
SMILES	GIRK2 activator
O=C(Cn1cnc2nc(N3CCOCC3)ncc2c1=O)Nc1cc(F)cc(F)c1	i
Cc1cc(C)nc(SCc2c(C(=O)NCc3cccs3)nnn2-c2ccccc2)n1	i
O=S(=O)(NCC(O)c1ccsc1)c1ccc2c(c1)OCCO2 (configuration not stated)	i
O=C(CSc1ccc(F)cc1)NCC1(c2cccs2)CCOCC1	i
CCC(=O)NCCCn1nc(-c2ccc(C)cc2)ccc1=O	i
Cc1cc(NC(=O)c2ccccc2Cl)n(-c2nc(-c3cccs3)cs2)n1	i
O=C(CSc1ccc(-c2ccc3ccccc3c2)nn1)Nc1ccc2c(c1)OCCO2	i
CSc1ccccc1C(=O)N1CCC(Cn2nc(C)cc2C)CC1	i
COc1cccc(C(=O)NCCn2nc(-c3ccncc3)ccc2=O)c1	i
Cn1nc(CNC(=O)CSc2nc3ccccc3o2)c2ccccc2c1=O	i
CCc1cccc(C)c1NC(=O)c1cccc(N2C(=O)C(C)CS2(=O)=O)c1 (configuration not stated)	i
CC(=O)Nc1ccc(S(=O)(=O)NCC(c2cccn2C)N2CCOCC2)cc1 (configuration not stated)	i
O=C(CSCc1ccccc1)Nc1nc2c(s1)COc1ccccc1-2	i
O=S(=O)(c1ccccc1F)N1CCN(c2ccc(-c3ccccc3)nn2)CC1	i
O=C(NCC(O)c1ccsc1)C1(c2ccccc2)CCOCC1 (configuration not stated)	i
Cc1nc2ccc(NC(=O)CS(=O)(=O)Cc3ccccc3)cc2s1	i
CC(C)S(=O)(=O)c1cccc(C(=O)Nc2sc3c(c2C#N)CCCCC3)c1	i
O=C(CCSc1ccc(Cl)cc1)Nc1nnc(-c2ccccn2)o1	i
CCn1cc(C(=O)N2CCN(Cc3nc(-c4ccc(F)cc4)cs3)CC2)c(=O)c2ccc(C)nc21	i
O=C(Cn1nc(-c2ccc3c(c2)OCO3)ccc1=O)NCCc1ccccc1	i
O=C(NC1CCCC1)C1CCN(C(=O)c2n[nH]c3ccccc23)CC1	i
Cc1cc(=O)c2cc(C(=O)Nc3ccncc3)ccc2[nH]1	i
Cn1c(=O)c2c(nc3n(CC(=O)C(C)(C)C)c(-c4ccccc4)cn23)n(C)c1=O	i
COCCN1CCC(CNC(=O)C(=O)Nc2ccc(OC(F)(F)F)cc2)CC1	i
O=C(c1ccc([N+](=O)[O-])o1)N1CCN(Cc2nnnn2-c2ccc(F)c(F)c2)CC1	i
CCOC(=O)c1ccc(NC(=O)Cn2cc(OC)c(=O)cc2CSc2nc(C)cs2)cc1	i
O=C(Nc1ccc(S(=O)(=O)N2CCN(c3cnccn3)CC2)cc1)c1cccc(C(F)(F)F)c1	i
O=C(NCCOCCO)C(=O)Nc1c2c(nn1-c1cccc(Cl)c1)CS(=O)(=O)C2	i
Cc1cc(NC(=O)C(=O)NCCc2c[nH]c3ccccc23)ccc1N1CCCC1=O	i

Screening results deposited in PubChem BioAssay by Vanderbilt University.
